Source: PubChem (National Center for Advancing Translational Sciences (NCATS))
RGS4 inh: inhibitors of human regulator of G protein signaling 4 | Potency, µM (series often up to 114 µM), inactives show at the highest dose activity change, negative = inhibition, actives largely listed as inhibitors | 390,000 compounds, 0.039% hits | AID 504845 | Transcreener GDP fluorescence polarization, RGS4-accelerated GTP hydrolysis | P49798; also: % is scaled to controls: 0 for no effect and ±100 for the full control effect; nearly all actives have a fitted effect of over 75% in size; some results filed as inactive show a strong effect at the top dose
Target sequence (P49798 whole entry, looked up): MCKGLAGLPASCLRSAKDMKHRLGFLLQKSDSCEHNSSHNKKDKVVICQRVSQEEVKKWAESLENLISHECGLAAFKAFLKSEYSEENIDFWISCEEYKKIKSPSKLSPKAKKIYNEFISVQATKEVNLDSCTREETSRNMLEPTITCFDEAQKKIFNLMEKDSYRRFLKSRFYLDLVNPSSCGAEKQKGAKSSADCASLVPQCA
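MLSMR compounds (23 nl, pin-transferred) preincubated 10 min at room temperature with a 500nM (2x) first reagent, then RGS4 at 900nM (2x) plus Transcreener GDP mix added; fluorescence polarization (620/688 nm) read before and after 90 min at 30 °C.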
Vif-A3G inh: Vif-A3G binding inhibition; HeLa A3G-eYFP + Vif (tagged APOBEC3G with the HIV-1 protein that degrades it), YFP fluorescence, overnight; Potency, µM (top dose mostly 46.1 µM), inactives show top-dose activity, negative = active, actives largely listed as inhibitors; 410,000 compounds, 0.076% hits; AID 602310;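 also: % is scaled to controls: 0 for no effect and ±100 for the full control effect; nearly all actives have a fitted effect of over 60% in size; hits raise eYFP signal because A3G escapes Vif-driven loss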
Target sequence (Q9HC16 whole entry, looked up): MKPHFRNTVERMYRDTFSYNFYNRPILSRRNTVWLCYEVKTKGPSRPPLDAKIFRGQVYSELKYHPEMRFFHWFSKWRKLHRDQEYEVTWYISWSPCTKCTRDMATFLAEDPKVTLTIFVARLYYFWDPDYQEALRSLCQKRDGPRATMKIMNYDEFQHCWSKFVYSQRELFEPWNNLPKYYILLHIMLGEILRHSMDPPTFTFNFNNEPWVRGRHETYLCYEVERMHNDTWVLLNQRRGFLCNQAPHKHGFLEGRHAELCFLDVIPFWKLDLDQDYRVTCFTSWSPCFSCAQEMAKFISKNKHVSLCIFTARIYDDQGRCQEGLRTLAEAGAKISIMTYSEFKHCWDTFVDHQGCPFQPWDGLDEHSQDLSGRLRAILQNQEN
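HeLa cells stably expressing Vif and C-terminally eYFP-tagged A3G, seeded overnight at 37 deg C, then exposed to compound by pintool overnight at 37 deg C. Rise in yellow fluorescence (Ex 488/Em 500-530, Acumen) marks blocked Vif-driven A3G degradation.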
12-LOX inh: ALOX12 (human) lipoxygenase inhibition | P18054 | purified 12hLO, xylenol orange hydroperoxide absorbance | Potency, µM (top dose mostly 108 µM), without a hit: at the top dose activity change, negative = inhibition, actives largely listed as inhibitors | 580,000 compounds, 1.1% hits | AID 1671190; also: % is scaled to controls: 0 for no effect and ±100 for the full control effect
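Hydroperoxide product was detected by ferrous iron/xylenol orange as the 573 to 405 nm absorbance ratio. Arachidonic acid at 40 uM (final) was turned over for 30 min at room temperature by 150 nM human 12hLO, pH 7.0 Hepes buffer, after 15 min compound preincubation.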
TrxR1 inh: rat TrxR1 inhibition | O89049 | recombinant rTrxR1, NADPH fluorescence consumption, selenite substrate | Potency, µM (titrated, usually from 114 µM), without a hit: top-dose activity change, negative = inhibition, actives largely listed as inhibitors | 390,000 compounds, 1% hits | AID 588453; also: % is scaled to controls: 0 for no effect and ±100 for the full control effect; nearly all actives have a fitted effect of over 65% in size
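Rat TrxR1 (90 nM in the dispensed reagent) was pre-reduced with 400 uM NADPH for 5 min at room temperature, then incubated with compound for 15 min. After 400 uM selenite was added, NADPH fluorescence (Ex 340/Em 450 nm) was followed for 8 min.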
Vif-A3F inh: Vif-A3F binding inhibition; HeLa A3F-eYFP + Vif (tagged APOBEC3F with the HIV-1 protein that degrades it), YFP fluorescence increase; Potency, µM (series often up to 46.1 µM), for inactives: at the top dose activity, negative = active; 390,000 compounds, 0.2% hits; also: % of control where 0% means no effect; nearly all actives have a fitted effect of over 65% in size
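HeLa cells stably expressing Vif plus C-terminally eYFP-tagged A3F were seeded, incubated overnight at 37 deg C, dosed with compound, incubated overnight again at 37 deg C. Yellow fluorescence (Ex 488/Em 500-530) reported blocked Vif-mediated A3F-eYFP degradation.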
USP1 inh: USP1/UAF1 (human) deubiquitinase inhibition | O94782 | recombinant USP1/UAF1, Ub-Rhodamine cleavage fluorescence | Potency, µM (titrated, usually from 57.1 µM), for inactives: at the top dose activity change, negative = inhibition, usual class: inhibitors | 390,000 compounds, 0.23% hits | AID 743255; also: % is scaled to controls: 0 for no effect and ±100 for the full control effect; nearly all actives have a fitted effect of over 60% in size; inactives centre near -12
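USP1/UAF1 complex at 1 nM was preincubated with compound for 15 min at room temperature, then Ub-Rho substrate (150nM final) was added. Fluorescence (480/540 nm) was read kinetically, 6 reads every 60 seconds.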
mIDH1 inhibitor: blocks human mutant IDH1 R132H enzyme; O75874; IDH1-R132H enzyme, NADPH consumption, diaphorase/resazurin fluorescence; Potency, µM (top dose mostly 76.6 µM), inactives show at the highest dose activity change, negative = inhibition, usual class: inhibitors; 390,000 compounds, 0.093% hits; AID 602179; also: % is scaled to controls: 0 for no effect and ±100 for the full control effect; nearly all actives have a fitted effect of over 65% in size
Target sequence (O75874 whole entry R132H, stated change not applied): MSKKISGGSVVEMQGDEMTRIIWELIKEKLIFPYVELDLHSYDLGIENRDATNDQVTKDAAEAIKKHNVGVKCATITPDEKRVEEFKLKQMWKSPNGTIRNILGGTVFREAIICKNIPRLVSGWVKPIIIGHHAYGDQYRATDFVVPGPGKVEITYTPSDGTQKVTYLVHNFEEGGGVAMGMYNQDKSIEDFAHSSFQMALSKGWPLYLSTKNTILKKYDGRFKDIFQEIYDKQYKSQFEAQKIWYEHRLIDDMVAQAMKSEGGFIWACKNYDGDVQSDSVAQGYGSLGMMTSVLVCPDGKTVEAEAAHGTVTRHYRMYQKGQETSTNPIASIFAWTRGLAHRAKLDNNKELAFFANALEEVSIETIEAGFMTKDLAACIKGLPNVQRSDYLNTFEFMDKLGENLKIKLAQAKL
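IDH1-R132H (0.5 ug/mL) preincubated 30 min with compound, then NADPH (0.016 mM) and alpha-KG (2 mM) added; 80 min at RT, pH 7.5. Remaining NADPH coupled via diaphorase/resazurin to fluorescence (540/590 nm); concentration-response curves normalized to no-enzyme control.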
RXFP1 ag: agonists of human relaxin receptor RXFP1; Q9HBX9; HEK293T-RXFP1 cAMP TR-FRET, 30 min; response scale: percent of porcine relaxin response, buffer zero; Potency, µM (titrated, usually from 57.5 µM), without a hit: at the top dose activation, actives largely listed as activators; 370,000 compounds, 0.3% hits; AID 2676; also: % is scaled to controls: 0 for no effect and ±100 for the full control effect; nearly all actives have a fitted effect of over 60% in size; many of its hits are not listed in these tables
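cAMP rise read by TR-FRET after 30 min, 37C compound exposure (up to 58 uM) in RXFP1-transfected HEK293 cells with Ro 20174 present. EC50 from Hill-equation fits, with 29 nM porcine relaxin as 100% and buffer as basal.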
TrxR1 substrate: substrates of rat thioredoxin reductase 1. purified TrxR1 substrate turnover, NADPH consumption readout. Potency, µM (series often up to 114 µM), for the others: top-dose activity change, negative = substrate turnover. 390,000 compounds, 0.01% hits. O89049; also: % is scaled to controls: 0 for no effect and ±100 for the full control effect; nearly all actives have a fitted effect of over 50% in size
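Rat TrxR1, dispensed at 90 nM, was prereduced with 400 uM NADPH (final) for 5 min at ~22 deg C, then incubated with compound 15 min before 400 uM selenite. A first-read NADPH fluorescence drop versus no-compound background flagged substrates.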
Active calls of the source: *; i = inactive; ? = inconclusive; · = not tested or not shown; & = joins results of further samples; [ ] = remark or other dose. Calls follow the shape of the dose curve; as a rule, active = well fitted curve in the direction sought with a large enough effect; inconclusive = small, poorly fitted or top-dose-only effect, or another doubt; inactive = no such curve, though single readings can be large; an effect the other way counts as inactive or inconclusive. Potency is read from the fitted curve at half-maximal effect. This is a subset (hit frequency here may not be typical).

Results follow in this order: RGS4 inh	Vif-A3G inh	12-LOX inh	TrxR1 inh	Vif-A3F inh	USP1 inh	mIDH1 inhibitor	RXFP1 ag	TrxR1 substrate
[1] Cc1ccc(OCC(=O)NCCCNC(=O)c2cccnc2)cc1
 : 18.0%	-9.3%	-22.2%	10.1%	4.1%	-6.8%	-3.5%	3.8%	2.9%
[2] CCOCCc1nn2c(=O)cc(COC(=O)c3ccco3)nc2s1
 : 23.7%	1.0%	3.6%	3.5%[57.1 µM]	0.1%	3.5%	-19.4%	22.9%	1.8%[57.1 µM]
[3] O=C(c1cnn(-c2ccccc2)c1)c1cc(F)ccc1O
 : -10.6%	1.4%	-3.0%	16.5%[57.1 µM]	12.2%	-14.5%	5.3%	1.8%	9.3%[57.1 µM]
[4] COc1ccccc1CNC(=O)c1cn(C)c(=O)c2cc(OC)c(OC)cc12
 : -75.6%[56.9 µM]	-2.7%	0.0%	-4.1%	-5.1%	-17.0%	-0.6%	2.5%	-3.4%
[5] O=C(COC(=O)COc1ccccc1F)NC1CC1
 : 12.8%	6.1%	47.5%[activator]	22.1%	12.7%	-16.3%	-4.6%	·	8.4%
[6] O=C(NC1CCCC1)c1ccccc1-c1nc2ccccc2[nH]1
 : -1.1%	-2.0%	-16.7%	19.2%	·	-9.1%	1.4%	-0.6%	12.8%
[7] Cc1ccc(CNC(=O)NC2CCCCC2)cc1
 : 15.3%	-4.3%	50.7%[activator]	11.8%	-0.6%	-17.9%	-3.4%	-0.1%	4.0%
[8] CCOc1ccc(C(NC(=O)/C=C/c2ccco2)c2ccc(OC)c(OC)c2)cc1 (stereo not given)
 : -32.5%	-2.9%	?	35.5µM*	-9.0%	-16.1%	-5.6%	-2.4%	0.7%
[9] COc1ccccc1CNC(=O)COC(=O)C1CCN(S(=O)(=O)c2ccc(C)c(C)c2)CC1
 : 19.6%	-0.4%	-12.2%	13.3%	-7.4%	-2.7%	-0.6%	-1.7%	-2.4%
[10] CC(=O)C(Cc1ccccc1)NC(=O)CN1CCN(Cc2ccccc2)CC1 (stereo not given)
 : -4.7%	-6.2%	-3.0%	11.0%	10.0%	-18.0%	4.7%	2.3%	6.3%
[11] CNC(=S)N/N=C/c1c2ccccc2c(Cl)c2ccccc12
 : -30.7%	?	?	30.9%[57.1 µM]	?	?	0.9%	5.7%	11.9%[57.1 µM]
[12] CCCn1c(=S)[nH]c2cc(C(=O)N3CCN(C4CCCCC4)CC3)ccc2c1=O
 : -1.6%	-0.4%	-8.4%	-8.5%	1.5%	-23.6%	7.4%	1.7%	-0.8%
[13] CC1(C)CC(=O)C2=C(C1)c1c(ccc3ccccc13)NC2c1ccc(C(=O)O)cc1 (stereo not given)
 : 13.0%	-5.1%	?	74.4%[57.1 µM]	-0.6%	-28.7%	5.7%	0.1%	285.6%[57.1 µM]
[14] CCOC(=O)CSc1nc(-c2ccccc2)nc2ccccc12
 : 13.5%	-4.2%	-7.1%	11.4%	-2.4%	-10.7%	2.0%	?	-0.7%
[15] CC(C)(CO)Nc1nc(Cl)nc(NC2CCCCC2)n1
 : 21.9%	2.3%	8.0%	24.4%	-1.1%	-8.4%	3.0%	-0.4%	-1.1%
[16] CC1=C(C(=O)Nc2cccc(C(F)(F)F)c2)C(c2ccccc2)n2ncnc2N1 (stereo not given)
 : -13.3%	-2.8%	-15.4%	29.8%[57.1 µM]	-12.5%	-24.2%	-5.6%	-2.1%	6.3%[57.1 µM]
[17] CC(=O)Nc1ccc(S(=O)(=O)N2CCN=C2SCc2cccc(C)c2)cc1
 : -0.8%	1.4%	i	13.7%	-7.3%	-1.9%	5.3%	-0.7%	0.9%
[18] O=[N+]([O-])c1ncccc1OCc1ccc(Br)cc1F
 : -2.8%	-0.7%	?	19.2%	-27.9%	-13.6%	4.8%	-1.3%	0.6%
[19] O=C(CCCc1ccccc1)NCc1cn2ccsc2n1
 : -6.2%	2.9%	6.1%	13.5%[57.1 µM]	-4.2%	-24.4%	12.9%	0.6%	13.5%[57.1 µM]
[20] Nc1nc(Nc2ccc(Cl)cc2)nc(NCc2ccco2)c1[N+](=O)[O-]
 : -33.6%	-14.2%	111.9%[activator]	29.9%[57.1 µM]	-12.3%	?	?	-0.7%	-12.0%[57.1 µM]
[21] COCCn1c(C23CC4CC(CC(C4)C2)C3)n[nH]c1=S
 : 3.6%	-1.6%	?	-6.9%[57.1 µM]	-15.6%	3.2%	0.0%	-0.1%	9.0%[57.1 µM]
[22] COc1cc(C(=O)NNC(=O)c2n[nH]c3ccccc23)cc(OC)c1OC
 : 8.4%	1.8%	29.4%	16.9%	2.6%	-19.6%	-12.7%	3.3%	8.3%
[23] Cc1ccc(S(=O)(=O)CC(=O)N(CCCN2CCOCC2)c2nc3c(F)cccc3s2)cc1
 : 6.8%	-0.7%	-12.2%	-6.4%[57.1 µM]	-4.8%	-24.4%	-9.7%	0.8%	-4.8%[57.1 µM]
[24] COC(=O)CS(=O)(=O)c1cc([N+](=O)[O-])ccc1NC(=O)OC
 : -30.5%	-5.5%	-12.6%	22.6%[57.1 µM]	-8.2%	-5.0%	8.0%	-2.1%	-5.8%[57.1 µM]
[25] CCCN(CCC)CCNS(=O)(=O)c1ccc2c(c1)CCN2C(=O)C1CCC1
 : -0.9%	1.3%	0.1%	29.1%	1.2%	-11.0%	-1.7%	0.3%	14.2%[57.1 µM]
[26] O=C(Nc1ccc(Oc2cccnc2)cc1)C1CCN(Cc2ccc(F)cc2)CC1
 : -21.9%	1.8%	-2.6%	21.6%	-19.3%	5.0%	-2.4%	-5.0%	3.3%
[27] CC1(C)CC(NC(=O)COc2ccc3c4c(c(=O)oc3c2)CCCC4)CC(C)(C)N1
 : 1.4%	-0.1%	-16.5%	-1.4%	-3.8%	-7.8%	5.0%	2.0%	37.6%[activator]
[28] O=c1[nH]c(C2CCCN(S(=O)(=O)c3ccccc3Cl)C2)nc2c1nnn2Cc1ccc2c(c1)OCCO2 (stereo not given)
 : 7.1%	-12.3%	39.3%[activator]	22.2%	-10.4%	-22.6%	1.9%	-0.1%	5.1%
[29] CSc1ncccc1C(=O)OCc1ccccc1F
 : -19.1%	-0.2%	150.9%[activator]	3.1%	-0.9%	-27.5%	6.8%	-0.5%	0.0%
[30] O=C(c1ccccn1)N(c1ccccc1)C1(C(=O)NC2CCCCC2)CCCCC1
 : 4.9%	1.7%	9.4%	11.2%[57.1 µM]	1.0%	-9.8%	5.2%	0.5%	-7.4%

Continued (3 carried over from the part before).
Results follow in this order: RGS4 inh	Vif-A3G inh	12-LOX inh	TrxR1 inh	Vif-A3F inh	USP1 inh	mIDH1 inhibitor	RXFP1 ag	TrxR1 substrate
[28] O=c1[nH]c(C2CCCN(S(=O)(=O)c3ccccc3Cl)C2)nc2c1nnn2Cc1ccc2c(c1)OCCO2 (stereo not given)
 : 7.1%	-12.3%	39.3%[activator]	22.2%	-10.4%	-22.6%	1.9%	-0.1%	5.1%
[29] CSc1ncccc1C(=O)OCc1ccccc1F
 : -19.1%	-0.2%	150.9%[activator]	3.1%	-0.9%	-27.5%	6.8%	-0.5%	0.0%
[30] O=C(c1ccccn1)N(c1ccccc1)C1(C(=O)NC2CCCCC2)CCCCC1
 : 4.9%	1.7%	9.4%	11.2%[57.1 µM]	1.0%	-9.8%	5.2%	0.5%	-7.4%
[31] C=CCc1cccc2cc(C(=O)Nc3ccc(NC(C)=O)cc3)c(=O)oc12
 : 25.9%	-0.2%	-11.2%	25.4%	-5.6%	-1.4%	0.2%	1.5%	1.4%
[32] Cc1cccc(OCc2nn[nH]n2)c1C
 : 32.7%	0.7%	0.5%	17.6%	2.5%	4.9%	-5.5%	-0.2%	-3.1%
[33] O=C1c2cccc3cccc(c23)C(=O)N1c1ccccn1
 : 19.1%[56.9 µM]	2.4%	-0.6%	-6.0%	-1.3%	3.1%	-1.9%	6.9%	39.8%[activator]
[34] CCOC(=O)c1cc(-c2ccccc2)sc1NC(=O)CSc1nncs1
 : -27.8%	-0.7%	-14.6%	-29.3%	4.1%	-18.0%	1.4%	-2.8%	-12.2%
[35] CCCCCCCCCCCCN1[C@@H](CC(=O)OC)c2cc(C(F)(F)F)ccc2S1(=O)=O
 : 4.2%	4.6%&1.4%	-6.7%	42.6%&-3.0%	3.9%	-6.7%	7.4%	·	7.3%[57.1 µM]
[36] Cc1cc(C)n(C(=O)c2ccc(C)c(S(=O)(=O)N3CCCCC3)c2)n1
 : 23.0%	-0.3%	-24.4%&1.1%	10.0%	-0.7%	-10.5%	-0.3%	1.1%	1.8%
[37] CC1=C(C#N)C(Nc2ccc(Cl)cn2)(C(F)(F)F)C(=O)N1 (stereo not given)
 : 19.6%	0.6%	-14.7%	12.7%	2.6%	-23.5%	0.3%	0.5%	3.9%
[38] CC(OC(=O)CSc1ccc([N+](=O)[O-])cc1)C(=O)NC1CC1 (stereo not given)
 : -22.9%	-0.1%	-8.5%	-27.5%	1.0%	2.1%	4.5%	-1.8%	-23.1%
[39] CCOC(=O)CSc1snnc1-c1ccccc1
 : -10.9%	0.4%	5.8%	-13.0%	7.1%	-7.7%	3.0%	-0.6%	-10.6%
[40] O=C(O)Cc1csc(-c2ccccc2)n1
 : 11.0%	-0.1%	-3.5%	16.1%	10.7%	-17.7%	3.9%	3.6%	5.4%
